# Bioassay records from PubChem.
# M. tuberculosis: growth inhibition of non-replicating M. tuberculosis (AID 488890). 0.39% of 320,000 active. Mycobacterium tuberculosis non-replicating, growth inhibition; higher % means a stronger effect. inhibition, % at 25 µM, or IC50 in µM where a hit was titrated; in the data active = a potency from the dose series; inconclusive = inhibition mostly from about 82% at the one dose, without a potency; inactive = the rest, 99 in 100 with inhibition below about 76%;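 note: plate controls were DMSO cells for no effect and high antibiotic wells for full effect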
# PhoP GFP inhibition: Inhibition of PhoP regulon, Salmonella typhi GFP reporter cells, confirmation, 4 h (AID 1850) | Salmonella Typhi PhoP-promoter GFP reporter, fluorescence, 4 h; higher % means a stronger effect | inhibition, % at 50 µM, or IC50 in µM where a hit was titrated | 0.33% of 310,000 active; in the data active = a potency from the dose series; inconclusive = inhibition mostly from about 25% at the one dose, without a potency; inactive = the rest, 99 in 100 with inhibition below about 19%;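 note: 0% = induced wells with vehicle and 100% = uninduced wells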
# M. tuberculosis HTS: M. tuberculosis growth inhibition, HTS (AID 449762); M. tuberculosis H37Rv growth inhibition, 7H9 media; higher % means a stronger effect; inhibition, % at 25 µM, or IC50 in µM where a hit was titrated; 0.59% of 330,000 active; in the data active = a potency from the dose series; inconclusive = inhibition above about 70% without an active follow-up result;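 note: bacterial growth assessed after seven days of incubation; strong numbers were not always called active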
# inhibitors of VEEV: inhibitors of VEEV TC-83 cytopathic effect, confirmation, Vero cells (AID 588727). one-dose inhibition, % at 20 µM; IC50 in µM for titrated hits. Vero cells, VEEV TC-83 cytopathic effect inhibition; higher % means a stronger effect. 0.13% of 350,000 active; in the data active = a potency from the dose series; inconclusive = inhibition mostly from about 14% at the one dose, without a potency; inactive = the rest, 99 in 100 with inhibition below about 12%; note: strong numbers were not always called active
# influenza NS1A: NS1A inhibition, H1N1 influenza, cell based functional assay (AID 504329) | NS1A functional cell-based assay, percent inhibition; higher % means a stronger effect | inhibition, % at 12.5 µM, or IC50 in µM where a hit was titrated | 0.3% of 340,000 active; in the data active = a potency from the dose series; inconclusive = inhibition above about 27% without an active follow-up result; note: strong numbers were not always called active
# inhibitors of VEEV 10K pilot screen: further read-out of inhibitors of VEEV, marked with its call; inhibition, %; measured here: 10K pilot screen inhibition
# An asterisk follows results filed as active; i = inactive; u = inconclusive; x = not tested or not shown.
# Start of the listing, in advance (14 entries):
SMILES,M. tuberculosis,PhoP GFP inhibition,M. tuberculosis HTS,inhibitors of VEEV,influenza NS1A,others
CCOc1ccc(S(=O)(=O)N2CCCC(C(=O)NCc3ccccn3)C2)cc1Cl (stereo unspecified),-21%,2%,8%,1.8%,-7%,
Cc1cc(=O)oc2c(C)c(OC3CCCCC3=O)ccc12 (stereo unspecified),-5%,2%,3%,1.1%,-5%,
O=C(NCc1ccccc1F)c1cccc(S(=O)(=O)N2CCCCCC2)c1,4%,x,-4%,2.3%,-5%,
Cc1c2cnn(CC(=O)Nc3c(F)c(F)cc(F)c3F)c(=O)c2c(C)n1Cc1ccccc1F,x,-3%,3%,0.5%,-4%,
O=C(NCc1nnc(SCC(=O)N2CCCC2)o1)c1ccco1,-23%,-7%,6%,0.9%,6%,
CSc1nc2c(c(=O)[nH]1)C(c1ccc(F)cc1)CC(=O)N2 (stereo unspecified),-6%,5%,-10%,0.8%,-6%,
Cc1ccc2c(CC(=O)Nc3nc(C)cs3)coc2c1,48%,-17%,-5%,5.5%,11%,
C[C@@H]1CN([C@@H](C)CO)C(=O)c2cc(NC(=O)Nc3ccccc3)ccc2O[C@H]1CN(C)C(=O)Nc1cccc2ccccc12,10%,x,2%,7.6%,-3%,
COc1ccc(-c2cc(C(=O)Nc3cccc(O)c3)no2)cc1,50%,13%,12%,1.4%,21%,
COc1cccc(C(=O)Oc2cc(C)[nH]c(=O)c2[N+](=O)[O-])c1OC,x,-3%,-5%,1.2%,8%,
CC12CCC(C(=O)O)(c3nc(C#N)c(C#N)nc31)C2(C)C (stereo unspecified),-1%,8%,-7%,3.1%,-10%,
CCOC(=O)c1[nH]c2ccc(OC)cc2c1NC(=O)CCN1CCC(C)CC1,9%,4%,-4%,x,x,
COc1ccc(N=Nc2nc(-c3ccccc3)c(-c3ccccc3)[nH]2)cc1,-5%,0%,59%,8.0%,14%,
C=C[C@@H]1c2cc(C)ccc2N(S(=O)(=O)c2ccc(C)cc2)[C@H](c2ccccc2C(F)(F)F)C1(C#N)C#N,8%,x,-14%,i,6%,inhibitors of VEEV 10K pilot screen=0.2

# The whole of this part, repeating the preview:
SMILES,M. tuberculosis,PhoP GFP inhibition,M. tuberculosis HTS,inhibitors of VEEV,influenza NS1A,others
CCOc1ccc(S(=O)(=O)N2CCCC(C(=O)NCc3ccccn3)C2)cc1Cl (stereo unspecified),-21%,2%,8%,1.8%,-7%,
Cc1cc(=O)oc2c(C)c(OC3CCCCC3=O)ccc12 (stereo unspecified),-5%,2%,3%,1.1%,-5%,
O=C(NCc1ccccc1F)c1cccc(S(=O)(=O)N2CCCCCC2)c1,4%,x,-4%,2.3%,-5%,
Cc1c2cnn(CC(=O)Nc3c(F)c(F)cc(F)c3F)c(=O)c2c(C)n1Cc1ccccc1F,x,-3%,3%,0.5%,-4%,
O=C(NCc1nnc(SCC(=O)N2CCCC2)o1)c1ccco1,-23%,-7%,6%,0.9%,6%,
CSc1nc2c(c(=O)[nH]1)C(c1ccc(F)cc1)CC(=O)N2 (stereo unspecified),-6%,5%,-10%,0.8%,-6%,
Cc1ccc2c(CC(=O)Nc3nc(C)cs3)coc2c1,48%,-17%,-5%,5.5%,11%,
C[C@@H]1CN([C@@H](C)CO)C(=O)c2cc(NC(=O)Nc3ccccc3)ccc2O[C@H]1CN(C)C(=O)Nc1cccc2ccccc12,10%,x,2%,7.6%,-3%,
COc1ccc(-c2cc(C(=O)Nc3cccc(O)c3)no2)cc1,50%,13%,12%,1.4%,21%,
COc1cccc(C(=O)Oc2cc(C)[nH]c(=O)c2[N+](=O)[O-])c1OC,x,-3%,-5%,1.2%,8%,
CC12CCC(C(=O)O)(c3nc(C#N)c(C#N)nc31)C2(C)C (stereo unspecified),-1%,8%,-7%,3.1%,-10%,
CCOC(=O)c1[nH]c2ccc(OC)cc2c1NC(=O)CCN1CCC(C)CC1,9%,4%,-4%,x,x,
COc1ccc(N=Nc2nc(-c3ccccc3)c(-c3ccccc3)[nH]2)cc1,-5%,0%,59%,8.0%,14%,
C=C[C@@H]1c2cc(C)ccc2N(S(=O)(=O)c2ccc(C)cc2)[C@H](c2ccccc2C(F)(F)F)C1(C#N)C#N,8%,x,-14%,i,6%,inhibitors of VEEV 10K pilot screen=0.2
COCCCN1CC(=O)N2C(c3cccc(OC)c3OC)c3[nH]c4ccccc4c3C[C@H]2C1=O (stereo partly specified),-5%,-8%,3%,0.4%,2%,
Cc1cc(C(=O)NCC2COc3ccccc3O2)c2ccccc2n1 (stereo unspecified),18%,7%,-6%,2.3%,0%,
CN(Cc1nc(-c2cccnc2)no1)S(=O)(=O)c1ccccc1,-11%,6%,-10%,1.9%,-7%,
CCCCC(CCCCl)C(=O)Nc1ccccc1 (stereo unspecified),54%,-3%,9%,0.3%,-1%,
O=C(NCc1ccco1)/C(=C/c1cccnc1)NC(=O)c1cccc(Br)c1,1%,7%,-1%,2.4%,3%,
CC(C)NC(=O)c1ccc(N2CC3CC(C2)c2cccc(=O)n2C3)c([N+](=O)[O-])c1 (stereo unspecified),-6%,-4%,-5%,0.6%,-5%,
N#Cc1ccc(OCC(=O)NNC(=S)NC(=O)C2CC2)cc1,12%,x,3%,i,-15%,
O=C(NCCc1cn2ccsc2n1)c1cccs1,-2%,-7%,-7%,i,-2%,
CCOc1c(P(=S)(N(C)C)N(C)C)c(C)nn1-c1ccccc1,17%,-6%,-7%,13%,-17%,
N=c1c(S(=O)(=O)c2ccc(Br)cc2)cc2c(=O)n3ccccc3nc2n1C1CCCC1,5%,-7%,3%,0.0%,-15%,
CCCS(=O)(=O)NCc1ccc2c(c1)cc(C)n2C,80%,-2%,43%,i,7%,
# Next section:
SMILES,M. tuberculosis,PhoP GFP inhibition,M. tuberculosis HTS,inhibitors of VEEV,influenza NS1A,others
Brc1ccc(C[n+]2ccccc2)cc1,2%,0%,1%,0.5%,-8%,
O=C(N/N=C/c1cccc(F)c1)c1csc2c1CCCC2,-4%,-1%,-10%,1.6%,-12%,
CN(C)c1ccc(/C=N/NC(=O)c2ccc(CN3CCOCC3)cc2)cc1Br,-4%,-1%,4%,1.9%,x,
COc1ccc(CCNC(=S)Nc2cc(C)cc(C)c2)cc1,u,10%,6%,2.6%,-4%,
Cc1cccc(-c2noc(CN(C(=O)CCc3ccccc3)C(C)C)n2)c1,24%,0%,-1%,i,5%,
Cc1cc(C)cc(Oc2coc3cc(OC(=O)c4cccs4)ccc3c2=O)c1,u,4%,6%,4.7%,-17%,
O=C(N/C(=C/c1ccco1)C(=O)N1CCCCC1)c1cccs1,6%,4%,9%,i,5%,
COc1ccc(-n2nc3c(c2NC(=O)C2CC2)CS(=O)C3)cc1 (stereo unspecified),-7%,5%,1%,1.1%,22%,
CCn1c(C(=O)N2CCC(C(=O)N3CCC4(CC3)OCCO4)CC2)cc2sccc21,-20%,-10%,-14%,i,1%,
Nc1ncnc2c1nc(Br)n2[C@@H]1O[C@@H]2COP(=O)(O)O[C@H]2[C@H]1O,1%,2%,-4%,0.7%,3%,
Cc1cc(Cl)ccc1OCCCC(=O)NCCc1nnc2ccccn12,11%,-4%,6%,i,6%,
CO/N=C(\CS(=O)(=O)Cc1ccc(OC)cc1)c1ccc(Cl)cc1,3%,2%,-2%,i,-4%,
CCOC(=O)C1=C(C)NC2=C(C(=O)CCC2)C1c1cn(Cc2ccc(Cl)cc2Cl)nc1-c1ccccc1 (stereo unspecified),53%,-7%,2%,i,2%,
Cc1ccccc1C(=O)N1CCN(c2ccc(NC(=O)CSc3ccc(Cl)cc3)cc2)CC1,42%,-28%,u,7.9%,5%,
Cc1cc(=O)nc2c3ccccc3n(CC(=O)NCCCN3CCCCC3C)n12 (stereo unspecified),15%,-10%,-9%,2.1%,-4%,
CCOc1ccc2oc(-c3ccccc3)c(C(=O)N3CCN(CCO)CC3)c2c1,x,x,x,7.0%,-8%,
COc1ccc(Cc2n[nH]c(=S)n2C)cc1Br,4%,4%,7%,0.9%,1%,
O=C1NC(=O)C(c2cn(-c3ccccc3)nc2-c2ccc(F)cc2)N1 (stereo unspecified),-19%,-2%,-4%,1.1%,9%,
O=C(COc1ccc2c(-c3ccccc3)cc(=O)oc2c1)NCCCN1CCOCC1,7%,-1%,-1%,2.9%,-2%,
COc1ccc(C(=O)NCC(=O)N/N=C(C)\C=C\c2ccccc2)cc1OC,11%,10%,5%,2.2%,15%,
Cc1ccc(S(=O)(=O)N2CCOC2CNC(=O)C(=O)NCCN2CCOCC2)cc1 (stereo unspecified),-5%,-10%,-14%,0.6%,-8%,
CCC(=O)Nc1cccc(NC(=O)CSc2nc3c(c(=O)n(C)c(=O)n3C)n2C)c1,1%,-1%,-12%,0.6%,2%,
O=C(NCc1cccnc1)c1ccc(=O)oc1,-5%,-1%,-7%,i,4%,
Cc1ccc(Cn2c(=O)c3c(nc4n3CCCN4Cc3ccccc3)n(C)c2=O)cc1,8%,9%,-2%,4.8%,11%,
CCOC(=O)C1CCC/C1=N\NC(=O)CN(c1cc(OC)ccc1OC)S(=O)(=O)c1ccccc1 (stereo unspecified),18%,3%,5%,1.5%,5%,
# Additional structures:
SMILES,M. tuberculosis,PhoP GFP inhibition,M. tuberculosis HTS,inhibitors of VEEV,influenza NS1A,others
C[C@H](NC(=O)OCc1ccccc1)C(=O)NNC(=O)[C@H](C)NC(=O)OCc1ccccc1,x,-1%,3%,i,10%,
C=CCOc1ccc(/C=C/C(=O)OCC(=O)NC2CCCCCCC2)cc1,37%,-7%,25%,1.1%,2%,
CCC(C)c1ccccc1OCCCNC1CCCC1 (stereo unspecified),u,6%,53%,i,-5%,
Cc1cc(C(=O)NCC(=O)OCC(=O)Nc2ccc(OC(F)F)cc2)ccc1[N+](=O)[O-],13%,-9%,-2%,0.1%,-3%,
CCCCn1c(N)c(N(CC(C)C)C(=O)c2cccc(S(=O)(=O)N3CCCCC3)c2)c(=O)[nH]c1=O,14%,-3%,-3%,2.4%,9%,
CCc1cc(=O)oc2c(C)c(OCC(=O)N3CCCc4ccccc43)ccc12,x,13%,-9%,1.5%,7%,
c1ccc(-c2ccccc2OCCOCCN2CCCCC2)cc1,62%,-6%,-10%,0.1%,22%,
CN(C)CC1CCC/C(=C\c2ccc(OC(=O)/C=C/c3ccccc3)cc2)C1=O (stereo unspecified),x,x,x,24%,9%,
O=c1oc2ccccc2c(N2CCC(c3ccccc3)CC2)c1[N+](=O)[O-],7%,-6%,-7%,i,-1%,
Cc1cc(Cl)ccc1OCC(=O)N/N=C1\CC2C=CCC12 (stereo unspecified),4%,0%,-3%,i,20%,
COc1cc(/C=N/NC(=O)c2nonc2N)cc(OC)c1OC,19%,3%,-3%,0.8%,-7%,
CN(C)S(=O)(=O)c1cccc(-c2csc(N/N=C/c3ccco3)n2)c1,-3%,8%,4%,8.6%,3%,
C=CCc1cccc(/C=N/NC(=O)CCC(=O)Nc2ccc(F)cc2)c1O,28%,2%,3%,12%,-2%,
O=C(COC(=O)[C@H](Cc1ccccc1)NC(=O)c1ccco1)NC(c1ccccc1)c1ccccc1,-8%,1%,-7%,i,3%,inhibitors of VEEV 10K pilot screen=0.9
COc1ccc(/C=C2\N=C(C(C)(C)C)OC2=O)c(OC)c1,x,-1%,4%,0.9%,11%,
c1ccc(SCCOCCN2CCOCC2)cc1,57%,0%,4%,0.2%,-9%,
C[C@H]1CCC(=O)N(CCSc2ccc(Br)cc2)CC1,3%,x,-2%,1.0%,8%,
Cc1ccc2nc(C3CCCN3Cc3nc(CCC(C)C)no3)[nH]c2c1 (stereo unspecified),15%,0%,-8%,0.1%,0%,
COC(=O)C1Cc2c([nH]c3ccccc23)C2(CCN(Cc3ccccc3)CC2)N1 (stereo unspecified),18%,11%,50%,i,7%,
CCCCN1CCc2c([nH]c3ccc(C)cc23)C1=O,-5%,0%,x,0.5%,-2%,
COc1ccc2[nH]cc(CCNC(=S)NC3CCCC3)c2c1,44%,18%,-4%,0.6%,1%,
O=[N+]([O-])c1ccccc1CN1CCN(c2ncccn2)CC1,22%,-8%,7%,1.3%,0%,
Cc1cccc(-n2ncc3c2CCCC3NC(=O)CCCN2CCCCC2=O)c1C (stereo unspecified),17%,-7%,-4%,1.1%,5%,
O=C(Nc1ccncc1)C1CCN(S(=O)(=O)c2c(Cl)cccc2Cl)CC1,9%,-8%,10%,1.0%,-2%,
CCOC(=O)c1[nH]c2ccccc2c1N=CN(CC)CC,-9%,2%,-3%,i,5%,
O=C(O)c1ccc(S(=O)(=O)c2ccccc2C(=O)O)c([N+](=O)[O-])c1,-16%,-6%,-1%,0.8%,-24%,
CCOc1ccc(N/C(N)=N/c2nc(CSc3nnnn3-c3ccccc3)cc(=O)[nH]2)cc1,-7%,-11%,-4%,0.4%,-7%,
Cc1cc(C(=O)N2CCCC2C(=O)O)c(C)o1 (stereo unspecified),6%,-7%,3%,i,-16%,
